Wee1 stabilizer: Wee1 degradation inhibitors, primary screen, cell-based, HeLa, Wee1K328M-luciferase, luminescence; Wee1-like protein kinase (Homo sapiens), P30291; HeLa Luc-Wee1K328M stability; 100% = proteasome inhibitor MG132 effect; reporter increase, % at 5 µM; 1.2% of 220,000 active; AID 1321, 2008;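 active = activation above the mean of all tested compounds plus 3 SD, set per screening run, cut at about 8.8% in these data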;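 note: cells exposed to compound for 20 h before luminescence read; 0% = DMSO alone and 100% = MG132 at 30 µM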
Runt-CBFb FRET: inhibitors of RUNX1 Runt–CBFb binding, primary screen, biochemical, FRET, Cerulean-Runt, Venus-CBFb, uHTS | Cerulean-Runt/Venus-CBFb FRET ratio 530/480, 1 h | Runt-related transcription factor 1 (Homo sapiens) + Core-binding factor subunit beta … | AID 1496, 2009 | inhibition, % at 20 µM | 0.46% of 220,000 active;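 active = inhibition over about 50% at 20 µM in the single-dose screen, limit read from the data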;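 note: 0% = DMSO wells and 100% = excess unlabeled CBFb competitor control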
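Measured by: fluorescence energy transfer, 422 nm excitation, 530/480 nm emission; Assay system: Cerulean-Runt domain; Medium: Tris pH 7.5 buffer with BSA; Measure: loss of energy transfer signal; Controls: 5 µM unlabeled CBFb as full-inhibition high control; Incubation: protein complex preformed 1 h, compound exposure 1 h, room temperature, dark.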
KLK5 inh: human KLK5 protease inhibitors, primary screen, biochemical, 1536-well | 0.59% of 210,000 active | recombinant hK5, fluorogenic AMC substrate cleavage | AID 873, 2007 | Kallikrein-5 (Homo sapiens), Q9Y337 | inhibition, % at 5 µM;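 active = inhibition of 40% or more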;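 note: 0% = enzyme controls without compound and 100% = no-enzyme blanks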
14-3-3 Bad inh: inhibitors of 14-3-3 zeta/Bad binding, primary screen, biochemical, TR-FRET, bovine 14-3-3 zeta; 14-3-3 protein zeta/delta (Bos taurus), P63103; TR-FRET 14-3-3zeta/Dy647-pBad peptide displacement, 1 h; inhibition, % at 21.7 µM; 0.71% of 220,000 active; AID 781, 2007;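 active = inhibition above about 70%, limit read from the data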;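 note: 0% = full 14-3-3 plus peptide FRET controls and 100% = background without 14-3-3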
Target sequence (P63103 whole entry, looked up): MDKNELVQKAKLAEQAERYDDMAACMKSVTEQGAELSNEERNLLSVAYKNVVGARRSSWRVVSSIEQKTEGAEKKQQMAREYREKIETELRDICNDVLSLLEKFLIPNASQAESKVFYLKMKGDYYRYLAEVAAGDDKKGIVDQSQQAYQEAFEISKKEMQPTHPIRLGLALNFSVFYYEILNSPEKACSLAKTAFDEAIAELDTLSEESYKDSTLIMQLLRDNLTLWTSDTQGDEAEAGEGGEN
FXIa inh: human FXIa protease inhibitors, primary screen, biochemical, 1536-well. Coagulation factor XI (Homo sapiens), P03951. purified FXIa, Boc-Glu-Ala-Arg-AMC fluorogenic substrate. inhibition, % at 5 µM. 0.14% of 220,000 active. AID 798, 2007;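 active = inhibition of at least 40%; inactive = inhibition below 40%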;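 note: fluorescence of freed AMC excited at 355 nm; 0% = enzyme without compound and 100% = no enzyme blank; many of its hits are not listed in these tables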
thrombin 1536: human alpha-thrombin inhibitors, primary screen, counter-screen for coagulation protease inhibitor project, biochemical, 1536-well, fluorogenic AMC substrate. Prothrombin (Homo sapiens), P00734. Boc-VPR-AMC fluorogenic substrate cleavage. inhibition, % at 5 µM. 0.26% of 220,000 active. AID 1046, 2008;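 active = inhibition at or above 40%; inactive = inhibition below 40%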;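 note: 0% = enzyme with no compound and 100% = wells without enzyme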
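System: human alpha-thrombin protein; Compound dosing: one concentration per compound, 5 µM, with 0.2% DMSO; Timing: reaction at room temperature; Technique: AMC fluorescence, 355/460 nm; Controls: enzyme without compound as high, wells lacking enzyme as low.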
FXIIa inh 1536: human FXIIa protease inhibitors, primary screen, biochemical, 1536-well. inhibition, % at 5 µM. purified FXIIa, Boc-QGR-AMC fluorogenic substrate, 2 h. Coagulation factor XII (Homo sapiens), P00748. AID 800, 2007. 0.3% of 220,000 active; in the data active = inhibition above about 40%;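 note: 0% = enzyme with no compound and 100% = blank without enzyme; many of its hits are not listed in these tables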
Runt-SMMHC FRET: inhibitors of RUNX1 Runt–CBFb-SMMHC binding, primary screen, biochemical, FRET, Cerulean-Runt, Venus-CBFb-SMMHC, uHTS; 0.74% of 220,000 active; inhibition, % at 20 µM; Cerulean-Runt/Venus-CBFb-SMMHC FRET ratio 530/480, 1 h; Runt-related transcription factor 1 (Homo sapiens) + Core-binding factor subunit beta …; AID 1434, 2008;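 active = mean inhibition across duplicate retests at 20 µM reaching about 50%, limit read from the data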;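 note: 0% = DMSO wells and 100% = wells with excess untagged CBFb-SMMHC; inhibitors lower the FRET ratio by blocking Runt binding to CBFb-SMMHC; some results filed as inactive read as strong as hits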
Hck-Nef inh: inhibitors of Nef-activated human Hck kinase, primary screen, biochemical, Z-Lyte FRET, 384-well, Hck-YEEI. Tyrosine-protein kinase HCK (Homo sapiens), P08631. Recombinant Hck-YEEI plus Nef, Z-Lyte FRET kinase assay. inhibition, % at 20 µM. 0.68% of 220,000 active. AID 463187, 2010;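 active = Hck-Nef kinase inhibition above about 50%, limit read from the data; inactive = inhibition below that limit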;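 note: 0% = DMSO with Hck plus Nef and 100% = Hck alone without Nef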
Target sequence (P08631 whole entry, looked up): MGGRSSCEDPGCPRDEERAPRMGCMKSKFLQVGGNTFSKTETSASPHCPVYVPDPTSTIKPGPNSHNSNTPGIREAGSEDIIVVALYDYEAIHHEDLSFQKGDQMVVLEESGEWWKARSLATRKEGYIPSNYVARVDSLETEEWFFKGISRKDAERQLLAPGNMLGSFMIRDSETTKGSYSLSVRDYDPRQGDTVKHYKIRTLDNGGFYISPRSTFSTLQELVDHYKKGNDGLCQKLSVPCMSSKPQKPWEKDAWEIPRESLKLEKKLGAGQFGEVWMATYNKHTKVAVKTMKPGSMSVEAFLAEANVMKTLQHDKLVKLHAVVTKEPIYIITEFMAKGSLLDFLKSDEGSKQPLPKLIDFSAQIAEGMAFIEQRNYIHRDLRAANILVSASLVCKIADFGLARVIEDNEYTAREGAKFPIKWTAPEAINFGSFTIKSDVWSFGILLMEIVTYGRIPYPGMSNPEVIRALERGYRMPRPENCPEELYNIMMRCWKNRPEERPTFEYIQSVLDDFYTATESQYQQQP
Starred values were filed as active, the others as inactive; . = not tested or not shown; [ ] = another dose, or the depositor's remark. Compounds as they come; any-hit rate near 4.2%.

molecule,Wee1 stabilizer,Runt-CBFb FRET,KLK5 inh,14-3-3 Bad inh,FXIa inh,thrombin 1536,FXIIa inh 1536,Runt-SMMHC FRET,Hck-Nef inh
COc1ccc(S(=O)(=O)N(C)CC(=O)Nc2ccccc2C(F)(F)F)cc1OC,0,-1,-8,-9,7,0,21,1,0
CC1(C)Cc2c(sc3c2C2=NCCN2C=N3)CO1,-1,1,.,.,.,.,.,-7,1
CCCCCCCCCCOC(=O)c1csc2nnsc12,0,-2,-8,-10,5,3,12,-1,-1
CC(C)OCCCNC(=O)CCSc1ccc(Cl)cc1,-3,1,37,0,6,16,17,-2,-1
CCOC(=O)C1CCN(Cc2oc(CO)cc(=O)c2O)CC1,-3,0,-2,9,3,-9,6,-4,1
COC(c1ccccc1)c1nnc(CCC(=O)N2CCCCCCC2)o1 (centres undefined),3,1,1,-5,-3,2,5,3,20
O=C(NCCO)/C(=C\c1cccs1)NC(=O)c1cccs1,4,1,-21,-7,4,-2,4,-4,2
COC(=O)CCC(=O)N1CCCC(CNS(=O)(=O)c2ccc(OC)cc2)C1 (centres undefined),2,-1,-2,-2,-9,-3,-1,1,7
C=CCNCC(=O)NN=C(c1ccccc1)c1ccccc1,0,1,-1,8[fluorescence artefact?],-4,4,11,-2,-1
CCCN(Cc1ccccc1)C(=S)Nc1ccc(C(C)=O)cc1,1,1,-5,1,-1,-4,-3,-3,26
COc1ccc2cc(C3(C)NC(=O)NC3=O)ccc2c1 (centres undefined),1,-1,-21,0,12,-7,3,2,0
S=C(c1ccccc1)N1CCN(C(=S)c2ccccc2)CC1,2,-12,-9,-9[fluorescence artefact?],2,0,9,2,5
CCN(CC)CCOC(=O)c1ccc(NC(=O)/C=C/c2cccs2)cc1,3,5,-15,-15,1,-8,-1,1,1
CCOC(=O)c1cc(C(=O)c2cc(Br)ccc2O)coc1=N,1,3,-11,-13,3,-1,5,6,-15
O=c1cc(CSc2ccccc2)nc(-c2ccccc2)[nH]1,-1,-1,-1,-15,-1,-10,8,-1,23
CC(C)CCNC(=O)NC(=O)COC(=O)CNC(=O)C1CCCCC1,-1,-3,2,3,-2,-1,8,-5,-2
C#CCn1cc(/C=N/Nc2nc3ccccc3[nH]2)c2ccccc21,3,11,-15,-1[fluorescence artefact?],-6,-6,0,16,3
Cc1cc(C(=O)OCC(=O)Nc2ccc(S(=O)(=O)N3CCOCC3)cc2)c(C)o1,-1,-1,22,-1,-7,-2,1,-2,0
Cc1[nH][nH]c(=O)c1C(c1ccccc1[N+](=O)[O-])C(C#N)C#N (centres undefined),1,3,-4,-8,-4,2,-1,1,25
O=C(/C=C/c1ccc(Cl)cc1)N(Cc1cccs1)C1CCS(=O)(=O)C1 (centres undefined),-2,1,-3,2,0,0,1,-1,14
COc1ccc(Oc2nc(C)cc(C)c2S(C)(=O)=O)cc1,-1,.,-15,2,4,0,14,-3,1
CCn1c(COc2cccc(C)c2C)nnc1SCC(=O)N1CCN(c2ccc(OC)cc2)CC1,-1,-8,-5,-6,2,2,16,-5,1
COC(=O)c1cc(NC(=O)c2cc(C(C)(C)C)nn2Cc2ccc(F)cc2)ccc1N1CCOCC1,1,0,0,1,0,1,9,-5,0
COc1cc(C(=O)O)nc(OC)n1,0,0,-11,7,-1,4,7,-3,-8
O=C1NCCN1C(=O)c1ccco1,-1,0,1,7,6,-5,15,-1,0
C=CCN(CC=C)S(=O)(=O)c1ccc(F)cc1,-1,-3,5,-5,-13,-6,2,-1,-4
COc1ccc(Cl)cc1-c1nc(N)nc(NC2CCCCC2)n1,1,-3,-12,4,0,-7,13,-2,4
COC(=O)c1ccccc1N=Nc1c(C)[nH][nH]c1=O,3,-4,6,3,5,0,15,-1,15
CC1C2=C(CC(C)(C)CC2=O)NC2=C1C(=O)CC(C)(C)C2,-3,21,-13,-6,-11,-27,-5,86*,39
Cc1occc1C(=O)NNC(=O)c1ccccc1C(=O)O,6,-1,-7,12,-6,-5,0,1,15
C=CCNC(=O)c1cc2c(=O)c3ccccc3oc2nc1C,2,-8,-9,-11,-2,5,5,-44,3
CC(=O)Nc1ccc2[nH]c3ccccc3c2c1,-2,0,1,16,1,-5,-1,-1,-2
COc1cc(NC(=O)c2ccc(S(=O)(=O)N(C)C)cc2)cc(OC)c1OC,2,-1,-1,8[fluorescence artefact?],3,0,15,3,0
Cc1cc(C)n2c(SCC(=O)N(C)C3CCS(=O)(=O)C3)nnc2n1 (centres undefined),-1,0,-6,5,1,1,20,-8,4
O=S(=O)(Nc1ccc2c(c1)OCCO2)c1ccc(Br)s1,3,1,5,-5,-8,-5,4,4,0
CC(Oc1ccc(Cl)cc1Cl)C(=O)Nc1ccc(S(=O)(=O)Nc2cnc3ccccc3n2)cc1 (centres undefined),4,-6,-29,8,-3,-5,1,-9,-14
CCOC(=O)C1=NNC2(c3ccc(Cl)cc3)C(=O)N(c3cc(C)cc(C)c3)C(=O)C12 (centres undefined),4,1,-10,-2,-3,0,4,0,-1
O=C(CCl)Nc1cc(S(=O)(=O)N2CCOCC2)ccc1N1CCOCC1,-1,-1,2,-1,-1,-3,6,-2,-4
Cc1cccc(-c2n[nH]c(=S)n2C)c1,3,6,1,-1,4,3,12,10,14
Cc1cccc(NC(=O)CCC(=O)N/N=C/c2ccncc2)c1,0,3,-11,-12,6,-4,7,7,4
Fc1ccc(OCCCCCN2CCCC2)cc1,-2,-4,6,13,3,1,3,5,-1
C=C1c2cc(OC)ccc2NC(=O)N1CC,0,-2,-11,1,0,-2,12,-27,-2
COc1cc(OC)c2c(-c3ccccc3)cc(=O)oc2c1C(CCN1CCN(c2ccccc2)CC1)c1ccc(N(C)C)cc1 (centres undefined),.,0,2,3,2,-2,7,-2,16
CCn1c(SCCC(=O)Nc2ccccc2)nnc1-c1ccc(OC)cc1,0,2,-12,-1,6,0,14,-1,1
COc1ccc(/C=C2\CCCc3c2nc2ccccc2c3C(=O)O)cc1OC,0,12,3,4,4,3,7,81*,-9

Just Hck-Nef inh and Runt-CBFb FRET, for some of the entries so far:
smiles	Hck-Nef inh	Runt-CBFb FRET
C=CCNC(=O)c1cc2c(=O)c3ccccc3oc2nc1C	3	-8
CC(Oc1ccc(Cl)cc1Cl)C(=O)Nc1ccc(S(=O)(=O)Nc2cnc3ccccc3n2)cc1 (centres undefined)	-14	-6

Continuation:
molecule,Wee1 stabilizer,Runt-CBFb FRET,KLK5 inh,14-3-3 Bad inh,FXIa inh,thrombin 1536,FXIIa inh 1536,Runt-SMMHC FRET,Hck-Nef inh
CC(=O)N1CCc2cc(S(=O)(=O)NCCC(=O)Nc3cccc(C)c3C)ccc21,-1,1,10,-6,6,-1,12,1,-3
Cc1ccc(N(CN2C(=O)C3CC=CCC3C2=O)C(=O)c2ccco2)cc1Cl (centres undefined),-3,9,-3,-6,-1,1,4,-2,2
O=C(NCC1CCCO1)c1ccc(CS(=O)(=O)c2ccc(Br)cc2)o1 (centres undefined),1,0,-31,-1,2,-12,10,-3,1
CCC(=O)NC(=S)Nc1cccc(NC(=O)CC)c1,0,0,-3,-7,-3,-1,10,-2,1
CCOc1ccc2[nH]c(C)c(CN(C)C)c(=O)c2c1,0,1,0,-5,3,0,11,0,-8
CN(C)/C=C(\C(=O)c1ccc(F)cc1F)c1nnnn1-c1ccccc1,-2,-3,-9,0,9,0,15,-4,4
NC(=O)C1(N2CCCCC2)CCN(C(=O)CSc2nc3ccccc3[nH]2)CC1,-3,-3,-19,0[fluorescence artefact?],6,4,16,-4,14
Cc1ccc(N2C(=O)C3ON(c4ccccc4)C(c4ccncc4)C3C2=O)c(C)c1 (centres undefined),1,-3,1,-2[fluorescence artefact?],0,1,-5,-4,1
CN1C(=O)C2(c3ccccc31)C1CCCC=C1C(C#N)=C(N)C2(C#N)C#N (centres undefined),1,-8,-8,2,3,4,16,-36,0
C1=Nc2ccccc2CN1c1ccccc1,0,-2,-21,-20[fluorescence artefact?],-3,-6,6,2,2
C=CCn1c(COc2ccccc2)nnc1SCc1ccc(C#N)cc1,-1,1,0,11,12,-5,10,5,0
Cc1ccc(C)c(CN2CCNC2=O)c1,3,.,-10,-8[fluorescence artefact?],-2,1,6,-2,7
Cc1nc2scc(-c3ccccc3)c2c(=O)n1N,0,-2,-17,7,7,6,20,-4,1

High-throughput results as filed in PubChem BioAssay.
